Rad51 HR inh = blocks human Rad51 in homologous recombination; hRad51 DNA strand exchange, fluorescence dequenching; inhibition, % at 10 µM; actives 0.085% (n = 200,000); AID 1385;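 active means inhibition above 40% at the single screening dose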;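 further: 0% = DMSO control wells and 100% = blanks with heterologous ssDNA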
Target sequence (Q06609 whole entry, looked up): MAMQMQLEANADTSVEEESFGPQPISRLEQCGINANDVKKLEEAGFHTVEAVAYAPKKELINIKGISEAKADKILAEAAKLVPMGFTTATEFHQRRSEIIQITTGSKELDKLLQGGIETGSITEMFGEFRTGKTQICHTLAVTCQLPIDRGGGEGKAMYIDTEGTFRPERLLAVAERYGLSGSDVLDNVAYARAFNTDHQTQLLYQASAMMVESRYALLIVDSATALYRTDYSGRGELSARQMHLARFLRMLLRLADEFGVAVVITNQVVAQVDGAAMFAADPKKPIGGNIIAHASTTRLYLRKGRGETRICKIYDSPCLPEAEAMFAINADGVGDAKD
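Material: hRad51 filaments on single-stranded DNA; Reagent: Donor/quencher-labelled 47-bp dsDNA substrate; Compound: 10 µM final, single point; Schedule: 37 °C 15-min filament assembly, 30-min compound preincubation, 15-min exchange; Technique: FRET fluorescence, excitation 485 nm, emission 520 nm; Benchmarks: control wells and blank wells on each plate.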
Wee1 degr inh = inhibitors of human Wee1 degradation; actives 1.2% (n = 220,000); HeLa Luc-Wee1K328M stability, luciferase luminescence; 100% = proteasome inhibitor MG132 effect; P30291; reporter increase, % at 5 µM;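 active means activation above the mean of all tested compounds plus 3 SD, set per screening run, cut at about 8.8% in these data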;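 further: cells exposed to compound for 20 h before luminescence read; 0% = DMSO alone and 100% = MG132 at 30 µM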
Target sequence (P30291 whole entry K328M): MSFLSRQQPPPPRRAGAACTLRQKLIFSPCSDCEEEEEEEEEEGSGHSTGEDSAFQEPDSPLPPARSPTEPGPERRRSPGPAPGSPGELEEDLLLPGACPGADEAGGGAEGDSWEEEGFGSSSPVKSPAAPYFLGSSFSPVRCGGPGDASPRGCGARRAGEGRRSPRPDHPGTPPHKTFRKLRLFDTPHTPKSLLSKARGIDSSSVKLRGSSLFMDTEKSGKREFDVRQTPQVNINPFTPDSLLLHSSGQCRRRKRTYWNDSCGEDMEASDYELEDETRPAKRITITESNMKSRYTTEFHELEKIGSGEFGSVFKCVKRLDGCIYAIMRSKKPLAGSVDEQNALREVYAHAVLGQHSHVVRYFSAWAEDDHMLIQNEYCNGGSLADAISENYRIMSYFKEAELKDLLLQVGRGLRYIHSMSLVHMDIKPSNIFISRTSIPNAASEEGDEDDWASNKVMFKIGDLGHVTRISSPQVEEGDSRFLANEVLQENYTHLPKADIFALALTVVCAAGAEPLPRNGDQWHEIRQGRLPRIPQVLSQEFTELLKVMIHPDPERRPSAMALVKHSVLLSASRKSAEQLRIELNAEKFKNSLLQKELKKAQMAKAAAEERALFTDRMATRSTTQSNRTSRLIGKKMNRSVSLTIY
hK5 inh = inhibitors of human kallikrein 5; Q9Y337; AID 873; actives 0.59% (n = 210,000); recombinant hK5, fluorogenic AMC substrate cleavage; inhibition, % at 5 µM;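 active means inhibition of 40% or more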;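 further: 0% = enzyme controls without compound and 100% = no-enzyme blanks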
FXIa inh 1536 = inhibitors of human coagulation factor XIa. P03951. purified FXIa, Boc-Glu-Ala-Arg-AMC fluorogenic substrate. inhibition, % at 5 µM. actives 0.14% (n = 220,000). AID 798;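 active means inhibition of at least 40%; inactive means inhibition below 40%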;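 further: fluorescence of freed AMC excited at 355 nm; 0% = enzyme without compound and 100% = no enzyme blank; many of its hits are not listed in these tables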
14-3-3 Bad PPI = disrupts binding of bovine 14-3-3 zeta to phospho-Bad peptide. P63103. TR-FRET 14-3-3zeta/Dy647-pBad peptide displacement, 1 h. inhibition, % at 21.7 µM. actives 0.71% (n = 220,000). AID 781;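 active means inhibition above about 70%, limit read from the data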;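 further: 0% = full 14-3-3 plus peptide FRET controls and 100% = background without 14-3-3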
FXIIa inh = blocks human coagulation factor XIIa protease activity; purified FXIIa, Boc-QGR-AMC fluorogenic substrate, 2 h; actives 0.3% (n = 220,000); AID 800; inhibition, % at 5 µM; P00748; in the data active means inhibition above about 40%;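 further: 0% = enzyme with no compound and 100% = blank without enzyme; many of its hits are not listed in these tables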
eIF4E-4G inh = eIF4E/eIF4G interaction inhibition in translation initiation. TR-FRET eIF4E-eIF4GI(517-606) binding, 2 h. AID 782. P63073+Q04637. inhibition, % at 21.7 µM. actives 0.37% (n = 220,000);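 active means inhibition above about 30%, limit read from the data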;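 further: 0% = full FRET control wells and 100% = background wells lacking eIF4GI fragment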
Mdm2 ligase inh = Mdm2 E3 ligase (human) inhibition; Q00987; signal enhancement, % at 5 µM; actives 0.11% (n = 210,000); cell-based MDM2 ubiquitination luciferase reporter, 2 h; 0 = plate control, 100 = twice control, blank-subtracted;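 active means signal enhancement of 30% or more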;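 further: luminescence tracks abundance of the self-degrading MDM2-luciferase fusion protein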
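Test system: mammalian cells stably expressing self-ubiquitinating, self-degrading MDM2 E3–luciferase fusion; Amount: 2000 cells in each well; Medium: DMEM; Schedule: 4 h settle plus 2 h compound, 37 °C; Technique: SteadyLite luciferase luminescence after 15 min room-temperature reagent incubation; Benchmarks: plate control and blank wells.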
p97 inhibitor = inhibitors of human p97 ATPase; recombinant p97 ATPase, Kinase-Glo ATP luminescence, 3 h; inhibition, % at 8 µM; P55072; actives 0.42% (n = 220,000); in the data active means inhibition above about 15%;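 further: 0% = DMSO vehicle and 100% = wells lacking enzyme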
* hit, by the source's call; x = no result given; [ ] = remark or other dose. The order is random. About 3.5% of those tested had a hit in this group.

The line under a structure holds: Rad51 HR inh	Wee1 degr inh	hK5 inh	FXIa inh 1536	14-3-3 Bad PPI	FXIIa inh	eIF4E-4G inh	Mdm2 ligase inh	p97 inhibitor
> COc1ccc(/C(O)=C2/C(=O)C(=O)N(CCN3CCOCC3)C2c2ccccn2)cc1OC (stereo not drawn)
    6.6	0.1	-8.3	8.7	19.2[fluorescence artefact?]	14.9	-0.5	x	4.6
> COc1ccc([C@@H]2[C@H]3C(=O)N(c4cccc(C(F)(F)F)c4)C(=O)[C@H]3ON2C)cc1
    -4.2	3.5	-16.7	5.9	13.0	18.7	-0.2	-33.7	2.4
> Cc1cc(OC(=O)C(C)(C)C)c([N+](=O)[O-])c(=O)[nH]1
    5.3	-2.0	-4.0	-6.6	4.5	3.8	-0.8	-0.5	-0.7
> CCN(CC(=O)Nc1ccc2c(c1)OCO2)Cc1nc2ccccc2c(=O)[nH]1
    3.9	-1.3	-2.2	2.5	-2.1	-4.2	0.8	6.6	-1.9
> COC(=O)c1cccc(NS(C)(=O)=O)c1
    2.1	-2.3	-1.9	7.1	-3.3	2.7	0.8	-12.1	11.5
> COc1ccc(Sc2cc(C(F)(F)F)nc(-c3ccccn3)n2)cc1
    7.5	6.4	4.7	-7.3	8.5[fluorescence artefact?]	6.4	3.9[fluorescence artefact?]	1.1	-1.2
> CS(=O)(=O)Nc1ccccc1NS(C)(=O)=O
    20.2	-0.1	-7.1	0.0	1.7	3.3	-4.1	9.2	8.8
> CCCCOc1ccc(C(=O)NC(=S)Nc2ccc(CN3CCOCC3)cc2)cc1
    x	-4.3	-15.6	8.2	-3.0	12.8	6.9[fluorescence artefact?]	3.3	-0.7
> c1ccc(Cc2ccc(OCCCNC3CCCC3)cc2)cc1
    -1.2	-0.5	-25.3	-8.1	19.0	-2.5	-6.6	-10.8	-4.1
> NC(=O)N/N=C/c1cn(-c2ccccc2)nc1-c1cccnc1
    7.0	-0.3	15.1	-4.6	11.8	-0.1	-5.4	-11.8	-10.8
> N#C/C(=C\c1ccc(Cl)cc1)c1nc2ncccc2[nH]1
    -2.7	-2.5	1.2	8.7	4.7[fluorescence artefact?]	18.6	4.8[fluorescence artefact?]	-92.2	3.8
> Cc1cccc(NC(=O)c2cccc3c2-c2ccccc2C3=O)n1
    8.4	0.4	-5.5	-1.6	4.2	3.8	-3.8	-12.2	1.4
> Cc1cc(NC(=O)c2ccco2)ncc1NC(=O)Cc1ccccc1
    -2.6	1.1	-4.8	-10.2	-1.4	7.9	0.2	-2.8	-2.4
> CNC(=O)c1ccsc1NC(=O)c1ccc(S(=O)(=O)N2CCCc3ccccc32)cc1
    x	-2.2	-5.6	16.8	-2.0	3.4	-3.6	x	1.0
> Cc1ccc(CNC(=O)CNS(=O)(=O)c2cccc3nsnc23)cc1
    -0.2	0.1	8.1	-54.1	3.6	14.4	-3.2	-1.5	6.8
> COC(=O)C1C2C=CC3(CN(C(C)c4ccc(OC)cc4)C(=O)C13)O2 (stereo not drawn)
    -6.0	-0.5	-16.1	7.2	-12.9	22.4	-11.8	3.7	3.0
> COc1ccc(N(CC(=O)N2CCc3ccccc3C2)S(=O)(=O)c2c(C)nn(C)c2C)cc1
    5.4	-2.2	-1.6	-5.2	5.9	1.6	1.1	-10.5	-2.8
> O=C1CCS/C(=N\N=C\c2ccc(Cl)cc2Cl)N1
    x	4.4	1.9	3.6	-4.1	5.1	-3.4	-0.9	1.8
> CC1(c2ccc(OC(F)F)cc2)NC(=O)N(CC(=O)NC2CCCCC2)C1=O (stereo not drawn)
    x	-1.2	-0.4	0.0	-4.9[fluorescence artefact?]	3.8	-2.0[fluorescence artefact?]	-11.0	1.1
> Cc1cc(C)c2cc(C(=O)Nc3ccccc3)[nH]c2c1
    12.9	2.4	-6.4	-0.1	3.9	1.8	-0.6	-6.3	13.8

The line under a structure holds: Rad51 HR inh	Wee1 degr inh	hK5 inh	FXIa inh 1536	14-3-3 Bad PPI	FXIIa inh	eIF4E-4G inh	Mdm2 ligase inh	p97 inhibitor
> O=C(Nc1ccc(Nc2ccccc2)cc1)N1CCOCC1
    -3.3	-1.9	-26.5	-5.0	-30.4	-2.3	-2.2	-4.9	-2.0
> COc1cccc(N2CCN(c3ncnc4c3[nH]c3ccccc34)CC2C)c1 (stereo not drawn)
    -2.4	-0.6	12.3	-8.6	3.9[fluorescence artefact?]	-1.6	1.9	-36.1	7.0
> N#CCCN(CC(=O)O)S(=O)(=O)c1ccccc1
    -2.2	2.7	-21.9	3.8	-11.8	19.6	3.2[fluorescence artefact?]	-11.4	-2.2
> CCN(CC)S(=O)(=O)c1ccc(C(=O)OCC(=O)Nc2sc3c(c2C#N)CCCCC3)cc1
    5.1	2.8	-5.1	8.2	-13.8	7.5	3.0	0.6	4.8
> CCCCN(CC)CCNC(=O)CCC(=O)Nc1ccc2nc(N3CCN(C)CC3)cc(C)c2c1
    10.7	4.0	-17.8	-4.0	49.0	-2.5	1.9	7.7	1.8
> O=C(CSCc1nc2c(nnn2Cc2ccc(F)cc2)c(=O)[nH]1)Nc1c(Cl)cc(Cl)cc1Cl
    x	-1.5	-0.9	-5.3	13.9	6.7	-1.3	-1.8	-2.9
> Nc1c(NCCc2ccccc2)c2ccccc2oc1=O
    -0.9	1.1	-2.3	-5.2	-8.0	1.9	-4.0	1.7	2.1
> CC(C)(C)c1ccc(C(CC(=O)O)NC(=O)c2ccccc2F)cc1 (stereo not drawn)
    x	7.9	x	-1.5	-5.0	6.0	6.4	-6.2	-1.2
> COc1cccc(/C=C2\SC(N)=NC2=O)c1OS(=O)(=O)c1ccccc1
    4.8	0.1	0.2	-2.6	-14.7	5.7	-4.5	28.5	7.6
> Cc1ccc2oc(=O)c3cnn(CC(=O)NC4CCC(C)CC4)c3c2c1 (stereo not drawn)
    1.7	x	-1.7	6.3	9.7	17.1	-2.4	-20.3	x
> COC(=O)CN1C(C)=Nc2ccc(Br)cc2C1c1ccccc1 (stereo not drawn)
    5.9	-1.8	-22.6	-3.7	3.7	-1.0	-1.4	-13.3	-1.3
> COCCNC(=S)NNC(=O)c1ccc(-n2cnnn2)cc1
    4.9	-2.4	2.5	4.4	-5.8	9.5	-1.1	-9.7	-3.6
> O=C1CCCC2=C1C1c3ccccc3C(=O)N1c1ccc(C(=O)c3ccccc3)cc1N2 (stereo not drawn)
    -8.4	0.2	-6.1	23.3	-7.7[fluorescence artefact?]	31.0	-2.7	-23.9	2.9
> COC(=O)[C@H](CC(C)C)NC(=O)NCc1ccc(Cl)cc1
    21.7	0.6	-4.1	-3.1	10.2	-0.8	2.4	7.4	1.0
> Nc1c(C(=O)O)cnc2nc(N3CCOCC3)nn12
    2.3	-0.7	-1.2	2.5	3.6	-0.6	-4.4	-12.0	2.2
> COCC(=O)Nc1nc2n(n1)C(c1ccc(Cl)cc1)CC(c1ccc(OC)cc1)N2 (stereo not drawn)
    -13.6	4.3	-99.7	-7.4	-6.3	-12.6	4.3	-8.3	-7.2
> COc1ccc(-c2nc3c(c(=O)c4ccccc4n3C)c(=O)n2Cc2ccccc2)cc1
    -14.3	-2.5	-5.0	-3.3	-0.8[fluorescence artefact?]	-3.8	3.4[fluorescence artefact?]	-2.9	-2.4
> CCNS(=O)(=O)c1ccc2nc(NC(=O)c3cccnc3)sc2c1
    -14.1	2.0	-20.0	-0.5	4.7	6.3	0.3[fluorescence artefact?]	-18.4	2.6
> O=C(NC(=S)Nc1ccc(C(=O)N2CCOCC2)cc1)c1ccc([N+](=O)[O-])cc1
    4.7	0.5	-0.7	0.1	-3.8	14.9	9.0	12.6	-0.1
> Cc1ccnc(N2CCC(C(=O)NNC(=O)c3ccncc3)CC2)n1
    0.7	-2.0	-13.7	-3.1	-6.5	7.2	-1.6	-0.5	4.0

The line under a structure holds: Rad51 HR inh	Wee1 degr inh	hK5 inh	FXIa inh 1536	14-3-3 Bad PPI	FXIIa inh	eIF4E-4G inh	Mdm2 ligase inh	p97 inhibitor
> COc1ccc(/C=C2/CC/C(=C\c3ccc(OC)c(OC)c3OC)C2=O)c(OC)c1OC
    x	-1.7	-4.8	8.9	0.3	8.4	-3.5[fluorescence artefact?]	-5.5	-8.7
> CCN(CC)CCNC(=O)CCc1n[nH]c(=O)c2ccccc12
    -5.3	0.1	-9.6	2.3	3.9[fluorescence artefact?]	22.2	0.4[fluorescence artefact?]	16.9	-1.5
> CN(C1CCCCC1)S(=O)(=O)c1ccc(C(=O)O)cc1
    -5.2	-2.4	-3.8	17.9	-4.2	23.1	2.2	-26.6	5.1
> CCSc1nnc(NC(=O)COc2ccccc2)s1
    x	-0.6	-1.6	-1.3	14.2	5.9	-4.0	-7.4	-2.0
> CCc1ccccc1NC1=NCC(=O)N1Cc1ccc(OC)cc1
    0.9	3.8	-8.5	-2.1	63.1[fluorescence artefact?]	4.6	5.9	-24.9	-2.2
> CCOc1ccc(C2N(c3cc(Cl)ccc3OC)C(=O)C3CCCN32)cc1OC (stereo not drawn)
    -3.9	-2.3	-13.2	-3.6	-7.3	2.0	-2.8	-12.5	7.3
> CC1(C)CSC(=S)N1S(=O)(=O)c1ccccc1
    1.8	-2.5	-7.4	4.3	-10.0	15.2	-2.7	-3.1	1.9
> O=C(c1cccnc1Nc1ccc2c(c1)CCC2)N1CCOCC1
    4.9	0.9	-2.6	-3.9	-1.3	15.2	-5.4	3.3	4.0
> CC/C(O)=C1\C(=O)CC(c2ccccc2)CC1=NCCc1c(C)[nH]c2ccc(C)cc12 (stereo not drawn)
    5.0	-3.6	-9.6	4.4	-13.5	13.2	1.2[fluorescence artefact?]	x	5.8
> CCOC(=O)/C(C#N)=C/c1c(Oc2cc(C)cc(C)c2)nc2ccccn2c1=O
    -16.0	0.1	3.1	3.1	-0.6	10.7	-1.3	-12.4	-0.8
> COc1ccccc1/C=C/C=N/NC(=O)c1cc(-c2ccc(C)o2)[nH]n1
    4.2	3.3	-0.4	8.0	-7.4	5.1	0.3	-16.7	0.0

High-throughput results as filed in PubChem BioAssay.
